# eLon inh – inhibitors of E. coli Lon protease | P0A9M0 | purified E. coli Lon protease, fluorescence polarization | inhibition, % at 7.94 µM | 360,000 tested, 0.42% active | AID 602123; in the data active means inhibition above about 13%, passing the limit was not always enough;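 further: 0% = enzyme with probe and DMSO and 100% = no enzyme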
# Target sequence (P0A9M0 whole entry, looked up): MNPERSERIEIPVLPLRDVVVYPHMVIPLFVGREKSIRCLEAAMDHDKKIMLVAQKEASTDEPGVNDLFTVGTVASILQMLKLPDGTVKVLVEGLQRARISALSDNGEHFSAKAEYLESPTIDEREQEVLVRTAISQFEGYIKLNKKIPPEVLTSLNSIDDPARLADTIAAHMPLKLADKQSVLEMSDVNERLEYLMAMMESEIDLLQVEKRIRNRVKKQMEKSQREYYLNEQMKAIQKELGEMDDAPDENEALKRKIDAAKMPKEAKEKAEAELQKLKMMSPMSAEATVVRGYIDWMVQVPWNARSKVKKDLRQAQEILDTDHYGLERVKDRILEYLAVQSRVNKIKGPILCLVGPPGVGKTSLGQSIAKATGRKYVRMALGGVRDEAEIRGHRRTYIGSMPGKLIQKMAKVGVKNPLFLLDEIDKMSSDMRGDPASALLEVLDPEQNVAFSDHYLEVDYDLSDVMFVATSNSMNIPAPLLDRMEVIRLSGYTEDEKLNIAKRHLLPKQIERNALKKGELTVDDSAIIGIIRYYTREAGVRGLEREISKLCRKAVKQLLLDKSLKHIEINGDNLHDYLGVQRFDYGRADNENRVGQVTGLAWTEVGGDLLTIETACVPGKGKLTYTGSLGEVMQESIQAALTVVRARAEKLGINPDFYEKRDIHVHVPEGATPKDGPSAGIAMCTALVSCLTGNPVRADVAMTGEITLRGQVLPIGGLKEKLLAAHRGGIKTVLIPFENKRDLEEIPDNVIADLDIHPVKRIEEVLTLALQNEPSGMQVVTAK
# Rin1 Abl inh – inhibitors of human Rin1-Abl protein interaction; P00519+Q13671; TR-FRET Rin1/Abl binding, biochemical; inhibition, % at 7.35 µM; 360,000 tested, 0.4% active; in the data active means inhibition above about 5%, passing the limit was not always enough
# SKN-1 inh – inhibitors of C. elegans SKN-1; C. elegans VP596 Pgst-4::GFP/RFP ratio, acrylamide-induced, 24 h; inhibition, % at 21.8 µM; 360,000 tested, 0.49% active;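 active means interference check ratio from 0.5 to 1.5 plus GFP to RFP signal ratio inhibition reaching or exceeding a fixed threshold, cut at about 30% in these data, passing the limit was not always enough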; further: some compounds called inactive have numbers as strong as hits
# MT1-MMP act inh – inhibitors of human MT1-MMP activation; P50281; HT1080 RFP-PRO-GFP cells, GFP/RFP ratio fluorescence, overnight; percent of plate control window, DMSO zero; GFP/RFP ratio change, % at 20 µM; 360,000 tested, 0.061% active; AID 651647;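 active means GFP/RFP ratio change of at least 30% with cell ATP level not reduced by more than half and red fluorescence within 50% of control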; further: strong numbers were not always called active
#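 Assay system: HT1080 cells carrying an RFP-PRO-GFP reporter | Dosing: Single dose of 20 µM compound, 1% DMSO final | Incubation: Cells overnight before dosing, compound overnight, 37 °C, 5% CO2 | Evaluation: GFP/RFP fluorescence ratio | Control set: DMSO and RFP-L50D-GFP cell wells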
# MsrA inhibitor – inhibitors of bovine MsrA; 360,000 tested, 0.75% active; purified bovine MsrA, absorbance read-out; inhibition, % at 15.5 µM; in the data active means inhibition above about 4.5%;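 further: 0% = vehicle wells with enzyme and 100% = reference inhibitor wells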
# CendR NRP1 mod – modulators of CendR peptide binding to human neuropilin-1. O14786. FAM-RPARPAR peptide binding to NRP-1, fluorescence polarization. inhibition, % at 25 µM. 360,000 tested, 0.85% active;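 active means inhibition or corrected inhibition above about 18%, plus a signal ratio from 0.5 to 1.5, limit read from the data, passing the limit was not always enough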; further: strong numbers were not always called active
# Neddyl block – cullin neddylation inhibition | TR-FRET cullin neddylation, biochemical | AID 651699 | P61081+Q13564 | 360,000 tested, 0.58% active | calls only at 25 µM; in the data active means inhibition above about 36%
# bovine MsrA act – activates bovine MsrA enzyme | purified bovine MsrA, absorbance read-out | activation, % at 10.6 µM | 360,000 tested, 0.3% active | AID 602163; in the data active means activation above about 7.5%;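 further: 0% = vehicle and 100% = reference activator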
# FAS TE block – FAS thioesterase (human) inhibition; P49327; recombinant FAS-TE, OMFH fluorogenic substrate, fluorescence endpoint; inhibition, % at 15 µM; 360,000 tested, 0.67% active;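 active means compounds whose normalised, plate-corrected inhibition of enzyme fluorescence in the single-dose primary screen is 50% or more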;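 further: 0% = DMSO with enzyme and 100% = substrate without enzyme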
# * = called active by the depositor; i = inactive; / = not tested or not shown; + = active, no number; & = joins results of further samples.
No.	molecule	eLon inh	Rin1 Abl inh	SKN-1 inh	MT1-MMP act inh	MsrA inhibitor	CendR NRP1 mod	Neddyl block	bovine MsrA act	FAS TE block
1	CC(C)Nc1ncnc2c1ncn2[C@H]1CN(Cc2cccnc2)C[C@@H](CO)O1	2.5	1.1	-0.6	0.7	0.7	-3.6	i	-4.8	-9.1
2	O=C(NCc1ccc(C(F)(F)F)cc1)C1CC(c2c(Cl)cccc2Cl)=NO1 (configuration not stated)	-7.2	0.3	23.2	4.6	-0.9	7.7	i	-0.8	54.9*
3	Cc1ccc(N2CC(C(=O)N3CCC(C(=O)NC(C)(C)C)CC3)CC2=O)cc1 (configuration not stated)	-1.7	0.0	9.6	0.6	0.0	5.6	i	-7.4	-1.6
4	CC1CN(C2CCN(C(=O)COc3ccc(Cl)cc3)CC2)CC(C)O1 (configuration not stated)	0.8	0.1	-9.0	0.0	-0.5	-8.3	i	-5.0	-8.3
5	CC(=O)Nc1ccc(NC(=S)NC(=O)/C=C/c2ccc(Cl)cc2)cc1	1.6	-1.1	12.0	-1.0	-0.8	11.2	i	-1.0	-0.7
6	Nc1nc2c(nc(SCc3ccccc3Br)n2[C@@H]2O[C@H](CO)[C@@H](O)[C@H]2O)c(=O)[nH]1	-3.8	3.5	1.1	-3.6	-0.2	-6.5	i	-4.9	-4.5
7	CCCCCc1nnc(NC(=O)C(=O)OCC)s1	-3.3	3.7	0.6	5.3	0.4	-6.7	i	-0.6	-7.5
8	COc1ccc(-c2cc(C(=O)OCC(=O)NC3CC3)c3ccccc3n2)cc1	-3.0	2.2	-14.7	0.1	0.7	-2.1	+	-5.5	18.6
9	Cc1cc2c(cc(C(=O)OCC(=O)NC3CCCCC3)n2C)o1	-0.5	3.2	-6.6	-0.3	0.7	3.8	/	-5.0	4.0
10	CCOc1ccc(CNC(=O)C2CCN(S(=O)(=O)N3CCCC3)CC2)cc1OC	-6.4	1.1	-1.8	-2.4	-0.5	-7.6	i	-8.1	-10.5
11	Cc1ccc2oc(=O)c3cc(C(=O)NCCN4CCc5ccccc5C4)sc3c2c1	-3.3	-6.2	-1.1	6.0	2.2	-19.3	i	-6.3	-1.3
12	CCN(c1ccccc1)S(=O)(=O)c1ccc(OC)c(NC(=O)Cc2ccc(OC)c(OC)c2)c1	-10.0	5.0	-9.1	-0.6	0.3	1.6	i	-1.0	8.7
13	Cc1ccc(C(c2c(C)[nH][nH]c2=O)c2c(C)[nH][nH]c2=O)cc1[N+](=O)[O-]	-15.6	-0.3	11.3	4.4	1.2	-9.9	i	-2.5	-5.6
14	CN1CCN(CCCN2c3ccccc3Sc3ccc(C(F)(F)F)cc32)CC1	0.8&2.6&-8.2	-2.3&1.1&-1.7	13.7&-8.2&13.4	-2.3&-2.3&-1.5	-0.7&-1.0&0.7	-11.6&-6.9&-6.7	i	0.1&-6.2&0.8	1.3&0.7&1.5
15	O=C(NCCc1ccccc1)C1(S(=O)(=O)c2ccc(Cl)cc2)CC1	3.8	1.2	24.4	2.9	0.6	-1.2	i	-0.6	10.8
16	O=C1Oc2ccccc2C(=O)/C1=C\N1CCN(c2ccccc2)CC1	-7.9	3.1	6.5	-19.0	-0.6	-10.4	i	-3.0	-3.0
17	Cc1cc(C)nc(NS(=O)(=O)c2ccc(NC(=O)CSc3nc4ccccc4[nH]3)cc2)n1	3.2	-3.1	12.5	2.6	0.6	-5.4	i	-3.1	-9.9
18	CC(=O)Nc1ccc(-c2ccc(NC(C)=O)c(O)c2)cc1O	-3.5	0.1	-5.0	6.6	-0.8	-54.3	i	-2.0	-6.8
19	COC(=O)c1ccccc1OCc1cccc(C)n1	-0.8	-3.2	-1.6	-4.0	0.1	3.2	i	-1.4	-5.5
20	COc1ccccc1-c1ccc(SCc2ccc(F)cc2)nn1	3.1	-2.7	9.6	-0.8	-1.0	3.0	i	1.8	14.0
21	COCC1CCCN(C(=O)c2ccc(OC3CCN(Cc4ccccn4)CC3)cc2)C1 (configuration not stated)	0.8	-1.4	-4.5	1.4	1.2	0.2	i	-2.5	-2.6
22	Cc1ccccc1NC(=O)Cc1nc(COC(=O)C(NC(=O)c2ccccc2C)C(C)C)cs1 (configuration not stated)	-2.2	4.3	-16.9	-0.2	-0.2	-0.7	i	-3.3	-0.2
23	Cc1cc(=O)oc2cc(OC(C)C(=O)NCCCn3ccnc3)ccc12 (configuration not stated)	4.4	-0.5	-12.7	2.4	1.3	-4.2	i	-5.8	-5.4
24	O=C1OC(/C=C/c2ccc(Cl)cc2)=NC/1=C/c1ccco1	2.7	-2.7	0.4	-3.9	0.8	-41.0	i	-7.7	6.4
25	CC(C)C(NCc1c(Cl)cccc1Cl)C(=O)O (configuration not stated)	-11.2	-2.0	-8.6	-0.3	0.3	-9.7	i	-5.2	-7.7
26	O=C(/C=C/c1ccccc1Cl)N(Cc1ccc(Cl)cc1)C1CCS(=O)(=O)C1 (configuration not stated)	4.0	-2.1	17.7	-3.1	-1.1	-8.3	i	-3.1	24.3
27	COc1ccc(OC)c(-n2c(-c3ccc(S(C)(=O)=O)cc3)cc(C=O)c2C)c1	-1.2	-1.2	-5.2	-2.5	1.9	1.9	i	-10.7	4.6
28	COCCn1c(SCC(=O)c2ccc3c(c2)OCCO3)nnc1-c1ccoc1C	-3.3	0.9	-9.2	-5.6	-0.1	6.1	i	-5.6	-6.1
29	CCCCN(CC)CCNC(=O)c1cc2cc3ccc(Cl)cc3nc2o1	-15.7	-5.3	4.7	-2.8	2.9	15.7	i	-6.2	-2.0
30	CCCOc1ccc(-c2c(C(=O)N/N=C/c3cccs3)nnn2-c2nonc2N)cc1	-6.7	-3.3	-7.0	2.6	/	9.4	i	-4.8	3.1

# Entries 1–2 of the list above:
No.	molecule	eLon inh	Rin1 Abl inh	SKN-1 inh	MT1-MMP act inh	MsrA inhibitor	CendR NRP1 mod	Neddyl block	bovine MsrA act	FAS TE block
1	CC(C)Nc1ncnc2c1ncn2[C@H]1CN(Cc2cccnc2)C[C@@H](CO)O1	2.5	1.1	-0.6	0.7	0.7	-3.6	i	-4.8	-9.1
2	O=C(NCc1ccc(C(F)(F)F)cc1)C1CC(c2c(Cl)cccc2Cl)=NO1 (configuration not stated)	-7.2	0.3	23.2	4.6	-0.9	7.7	i	-0.8	54.9*

# Carrying on.
No.	molecule	eLon inh	Rin1 Abl inh	SKN-1 inh	MT1-MMP act inh	MsrA inhibitor	CendR NRP1 mod	Neddyl block	bovine MsrA act	FAS TE block
31	COc1cccc(CN(CC(=O)NCC2CCCO2)C(=O)CNS(=O)(=O)c2ccccc2)c1 (configuration not stated)	4.8	3.6	-22.1	2.5	0.7	19.1	i	-8.1	-3.6
32	CCOc1ccc(NC(=O)COC(=O)c2c(OC)cccc2OC)cc1	2.6	-2.0	-3.2	-2.9	-0.3	5.3	i	0.0	-12.3
33	O=C(CCCn1cc([N+](=O)[O-])cn1)NC1CCCCCC1	-0.9	0.0	7.1	7.1	-0.3	-0.1	i	0.3	32.7
34	COc1cc(/C=C(\CC(=O)O)c2nc3ccccc3s2)ccc1OCC(=O)Nc1ccccc1F	-6.4	-0.1	7.9	-9.1	2.1	-1.8	+	-5.4	0.4
35	CCOC(=O)CSc1n[nH]c(=O)n1CCc1ccccc1	-1.7	-1.6	-16.6	0.2	1.0	4.4	i	-3.8	-4.8
36	O=C(c1ccccc1-c1nc(-c2ccccc2)no1)N1CCCC1	-0.5	2.6	14.4	0.4	-0.1	-5.8	i	-3.1	-3.9
37	COC(=O)NCC(C)OC(=O)Nc1cccc(Cl)c1 (configuration not stated)	0.0	1.0	-8.6	3.9	0.4	1.0	i	-4.2	0.2
38	O=C(c1ccccn1)N1CCN(S(=O)(=O)c2ccc(F)cc2)CC1	10.2	-3.4	5.5	3.2	-0.6	-6.4	i	-6.9	-6.1
39	O=C(Cc1ccccc1)c1ccc(O)cc1	-3.5	3.3	15.5	0.6	1.3	9.6	i	-4.7	-5.9
40	C(=N\Nc1ccccn1)/c1ccc2c(c1)OCCO2	3.7	-0.6	2.8	5.4	3.3	3.9	i	-10.9	-1.2
41	O=C(Nc1ccc([N+](=O)[O-])cc1)c1cc(-c2ccccn2)nc2c(Cl)cccc12	0.0	-2.3	10.5	-2.6	0.6	-21.3	i	-3.1	4.5
42	CN1C(=O)CC(N2CCN(Cc3ccc(Cl)cc3)CC2)C1=O (configuration not stated)	3.6	3.8	8.4	-3.5	-0.1	2.8	i	-1.0	-9.1
43	COc1cccc(C(O)c2nc3ccccc3n2C)c1 (configuration not stated)	-17.9	4.8	9.9	-0.6	-0.9	6.9	i	-0.5	-5.3
44	COCCn1c(=O)[nH]c2cc(C(=O)N3CCN(c4cc(C)ccc4C)CC3)ccc2c1=O	-2.7	-0.5	8.7	4.7	-0.6	6.4	i	-3.8	2.8
45	Cn1c(N)c(C(=O)COC(=O)c2cc(C3CC3)nc3ccccc23)c(=O)n(C)c1=O	2.4	1.1	3.8	0.0	1.1	9.1	i	-3.2	9.0
46	C[C@@H]1C(=O)O[C@H](C)[C@H]1C[C@@H](O)[C@](C)(O)C1CC[C@@]2(O)C3=CC(=O)[C@@H]4C[C@@H](O)[C@@H](O)C[C@]4(C)C3CC[C@]12C (some centres not stated)	0.1	3.4	-2.8	-0.7	-0.3	-9.9	i	-3.0	-6.2
47	Cc1cccc(-c2c3c(=O)n(C)c(=O)n(C)c3cn2C(C)(C)C)c1	8.2	-4.9	13.8	1.0	-1.1	-5.2	i	-0.7	-2.8
48	Cc1ccc(S(=O)(=O)NC2=NCN(CCc3ccccc3)CN2)cc1	1.6	1.7	5.1	7.6	0.3	-6.6	i	-0.3	-2.8
49	CN(C)CCCN(C(=O)c1ccc(C(=O)c2ccccc2)cc1)c1nc2c(F)cccc2s1	3.3	0.8	-15.5	3.6	-0.6	2.9	i	-4.7	14.0
50	CCN(CC)CCN1C(=O)C(=O)/C(=C(/O)c2ccc(S(=O)(=O)N3CCOCC3)cc2)C1c1ccc(C(C)(C)C)cc1 (configuration not stated)	-0.9	1.8	2.0	-0.9	/	10.8	i	-1.7	12.9
51	CCOc1cc(C)c(Cl)cc1S(=O)(=O)N(CC)CC	-6.4	0.0	6.0	-2.0	2.1	-9.7	i	-1.4	12.7
52	O=C(O)C1C2CCC(O2)C1C(=O)Nc1cccc(Cl)c1 (configuration not stated)	-1.8	1.9	0.4	8.1	-0.4	-2.8	i	-5.1	-4.0
53	Cc1nc(Cl)c(C(=O)NCc2ccccc2)c(C)c1Cl	4.2	-3.7	-2.4	0.4	-0.4	-4.1	i	-9.4	5.5
54	Cn1ccc2c(-c3ccc(C(F)(F)F)cc3)cc3c(c21)C1CCC3C1 (configuration not stated)	-6.6	3.3	7.9	8.6	0.7	2.9	/	-3.9	12.0
55	Cn1c(=O)c2c(nc(SCC(=O)N3CCOCC3)n2C)n(C)c1=O	-1.1	2.7	1.9	3.7	-0.1	-7.0	i	-2.7	-4.2
56	CC(C)N(Cc1ccccc1)C(=S)Nc1ccc(OC(F)F)cc1	-5.1	-2.4	-3.9	1.3	1.4	2.5	i	-1.3	5.6
57	CCOC(=O)C1CCN(C(=O)C2CCCN(S(=O)(=O)c3ccc(OC)c(Cl)c3)C2)CC1 (configuration not stated)	4.5	2.3	7.2	1.0	0.0	15.4	i	-3.6	4.0
58	COc1ccc(CCNC(=O)Cn2c(=O)cnc3ccccc32)cc1	-1.6	-0.3	0.1	3.5	0.8	12.8	i	3.7	-3.4
59	O=C(NCCCN1CCOCC1)c1cc(-c2ccc(Br)cc2)nc2ccccc12	-8.7	0.5	-0.8	-2.8	1.7	-4.3	i	2.0	0.1
60	C=CCn1c(CCCOc2ccc(Cl)cc2Cl)n[nH]c1=S	7.0	-1.6	-2.1	-0.6	-0.2	-5.8	i	-1.6	-5.6
61	COCCN1C(=O)CS/C1=C(/C#N)C(=O)NCc1ccco1	-87.1	-1.6	9.9	18.4	0.8	-15.7	i	-1.0	-4.3
62	CCOC(=O)c1cnc(-n2nc(C)cc2C)nc1Oc1ccccc1F	2.2	-1.9	8.5	-1.3	0.9	2.8	i	-3.4	1.7

# Assay outcomes as filed in PubChem BioAssay.
